Assay outcomes (PubChem)
CSN deneddyl inh: inhibitors of human CSN-mediated cullin deneddylation; Purified CSN, SCF-Nedd8-OG deneddylation, fluorescence polarization; inhibition, % at 12.5 µM; actives 0.38% (n = 360,000); AID 651999;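 active = pattern-corrected inhibition above about 35%, with an unprinted fluorescence ratio check between 0.5 and 1.5, limit read from the data, passing the limit was not always enough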;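 also: 0% = enzyme with substrate and 100% = substrate without enzyme; some results filed as inactive read as strong as hits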
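Test system: purified human Csn5 enzyme expressed in HEK293T cells. Amount: 0.24 nM enzyme. Reagent: SCFSkp2-Nedd8OG substrate at 10 nM final. Schedule: 90 min incubation of compound, enzyme and substrate at room temperature. Detection: fluorescence polarization. Read-out: % inhibition of substrate cleavage by Csn5.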
Rpn11 block: inhibitors of human proteasome Rpn11. O00487. human 26S proteasome, Ub4-pepOG fluorescence polarization; 20S core pre-blocked with epoxomicin. calls only at 20 µM. actives 0.59% (n = 360,000). AID 588493;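 active = inhibition at 20 µM, scaled to each plate's controls, above about 33%, limit read from the data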
STEP block: blocks human striatal-enriched tyrosine phosphatase; inhibition, % at 20 µM; recombinant STEP, OMFP fluorogenic substrate, fluorescence; P54829; actives 0.25% (n = 360,000);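 active = inhibition at 20 µM, scaled per plate between control wells, above about 37%, limit read from the data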;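 also: 0% = DMSO with enzyme and substrate and 100% = substrate only without enzyme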
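Measure: Control-normalized % inhibition with plate pattern correction | Test system: STEP phosphatase, cell-free reaction | Medium: pH 6.0 Bis-Tris with DTT and Tween 20 | Technique: Fluorescence, 480/540 nm | Times: Reaction 20 min, ambient temperature | Doses: Single compound dose of 20 µM, 1% DMSO final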
Neddylation inh: cullin neddylation inhibition; P61081+Q13564; TR-FRET cullin neddylation, biochemical; calls only at 25 µM; actives 0.58% (n = 360,000); AID 651699; in the data active = inhibition above about 36%
Target sequence (P61081 whole entry, looked up): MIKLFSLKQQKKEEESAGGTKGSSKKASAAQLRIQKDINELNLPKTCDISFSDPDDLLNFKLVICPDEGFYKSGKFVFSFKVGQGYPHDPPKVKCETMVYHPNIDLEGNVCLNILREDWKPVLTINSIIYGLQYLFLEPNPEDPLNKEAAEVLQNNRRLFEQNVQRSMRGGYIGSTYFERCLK
Target sequence (Q13564 whole entry, looked up): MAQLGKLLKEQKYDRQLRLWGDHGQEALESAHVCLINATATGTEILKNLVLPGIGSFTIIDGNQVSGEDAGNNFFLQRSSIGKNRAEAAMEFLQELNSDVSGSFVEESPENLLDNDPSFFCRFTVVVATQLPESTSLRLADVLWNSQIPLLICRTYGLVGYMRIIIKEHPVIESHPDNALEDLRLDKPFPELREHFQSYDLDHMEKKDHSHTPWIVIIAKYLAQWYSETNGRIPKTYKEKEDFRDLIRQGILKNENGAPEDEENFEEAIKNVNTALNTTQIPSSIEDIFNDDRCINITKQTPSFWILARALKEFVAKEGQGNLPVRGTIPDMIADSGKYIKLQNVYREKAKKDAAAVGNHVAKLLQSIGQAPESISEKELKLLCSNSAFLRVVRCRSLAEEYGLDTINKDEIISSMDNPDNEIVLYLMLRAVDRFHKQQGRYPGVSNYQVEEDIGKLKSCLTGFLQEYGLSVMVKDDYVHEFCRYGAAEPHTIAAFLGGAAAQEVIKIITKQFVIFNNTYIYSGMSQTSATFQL
SUMO1 PPI mod: alters human SUMO1 binding to SIM partners | P63165 | SUMO1 binding to a labelled peptide, TR-FRET, 1 h | inhibition, % at 20 µM | actives 0.33% (n = 360,000) | AID 602429; in the data active = inhibition above about 37%
NadD block: inhibitors of Staphylococcus aureus NadD. purified NadD enzyme, colorimetric absorbance read-out. inhibition, % at 20 µM. actives 0.78% (n = 360,000); in the data active = inhibition above about 26%; also: some compounds past the cut are filed as inactive
Scp-1 inhibitor: Scp-1 (human) phosphatase inhibition; Recombinant Scp1, phosphopeptide, malachite green phosphate absorbance; inhibition, % at 20 µM; actives 0.88% (n = 340,000); AID 493091;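 active = inhibition above about 50% at 20 µM, limit read from the data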;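 also: plate controls were DMSO wells with enzyme for no effect and wells lacking enzyme for full effect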
Target sequence (Q9GZU7 76-261 limits assumed): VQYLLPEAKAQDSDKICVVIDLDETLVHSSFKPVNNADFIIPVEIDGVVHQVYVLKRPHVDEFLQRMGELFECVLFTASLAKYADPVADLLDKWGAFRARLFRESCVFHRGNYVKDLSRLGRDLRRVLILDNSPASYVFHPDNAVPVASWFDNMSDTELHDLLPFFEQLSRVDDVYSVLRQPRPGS
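System: truncated SCP-1 phosphatase (76-261aa); medium: Tris acetate buffer pH 5.5 with MgCl2 and Tween-20; incubation: 45 min room-temperature reaction, 5 min colour, 30 min stabiliser; compound: single 20 µM dose, 1% DMSO; reagent: Phosphorylated 17-residue peptide substrate; read-out: % inhibition at 20 µM; technique: colorimetric free-phosphate detection, absorbance 630 nm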
DNMT1 inh: blocks human DNA methyltransferase DNMT1; P26358; DNMT1 molecular beacon, Hinp1I cleavage, fluorescence; inhibition (reported as % activation of signal), % at 10 µM; actives 0.83% (n = 360,000); AID 588458; in the data active = inhibition above about 50%
Rin1-Abl PPI inh: human Rin1-Abl interaction inhibition. P00519+Q13671. TR-FRET Rin1/Abl binding, biochemical. inhibition, % at 7.35 µM. actives 0.4% (n = 360,000). AID 588664; in the data active = inhibition above about 5%, passing the limit was not always enough
LMPTP block: blocks human LMPTP phosphatase; P24666; recombinant LMPTP-A, OMFP fluorogenic substrate, fluorescence intensity; inhibition, % at 20 µM; actives 0.22% (n = 360,000); AID 651560;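 active = compounds that cut the enzyme signal by at least half of the control window in the single-dose screen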;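 also: plate controls were DMSO wells with enzyme plus substrate for no effect and substrate without enzyme for full effect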
Target sequence (P24666 whole entry, looked up): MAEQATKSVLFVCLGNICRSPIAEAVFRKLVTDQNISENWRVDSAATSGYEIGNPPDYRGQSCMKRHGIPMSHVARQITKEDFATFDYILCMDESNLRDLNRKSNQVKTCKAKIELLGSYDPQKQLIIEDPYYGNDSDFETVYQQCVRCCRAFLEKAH
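test system = LMPTP-A | amount = 0.625 nM LMPTP-A final | reagent = fluorogenic phosphatase substrate OMFP at 400 µM final | incubation = 50 min at room temperature | benchmarks = no-enzyme low control, uninhibited high control | medium = Bis-Tris pH 6.0, DTT, detergent | signal = fluorescence intensity of OMFP turnover product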
An asterisk follows results filed as active; i = inactive; x = not tested or not shown; + = active, no number.

SMILES	CSN deneddyl inh	Rpn11 block	STEP block	Neddylation inh	SUMO1 PPI mod	NadD block	Scp-1 inhibitor	DNMT1 inh	Rin1-Abl PPI inh	LMPTP block
COc1cc(N)c2ncccc2c1SC	-13	i	18	i	-12	1	x	-7	-1	0.2
COc1ccc(N2C(=O)CC(NC34CC5CC(CC(C5)C3)C4)C2=O)c(OC)c1 (stereo not given)	-3	i	2	i	2	-4	-3	0	2	-0.5
COc1ccc(NC(=O)COC(=O)/C=C/c2ccccc2[N+](=O)[O-])cc1	-6	i	-3	i	-21	-11	-11	-6	-2	-0.6
N#Cc1ccccc1OCC(=O)Nc1c(C(=O)C2CC2)oc2ccccc12	-1	+	1	i	-1	-4	-4	2	2	-2.6
CCC(C)C(NC(=O)OC(C)(C)C)C(=O)NC(C(=O)NC(C)C(N)=O)C(C)C (stereo not given)	9	i	3	i	3	3	-2	3	1	-0.2
OCCOCCn1c(-c2ccccc2)nc(=S)c2c1CCCC2	2	i	2	i	0	0	6	18	0	0.7
O/N=C(\C[n+]1ccccc1)c1ccc(Br)cc1	1	i	0	i	0	-5	-3	2	3	-1.4
COCCCNCCCCOc1ccc(C)cc1[N+](=O)[O-]	-1	i	-1	i	-1	-6	-5	3	4	-1.0
COc1cc(OC)c2c(-c3cccc(-c4ccc(OC)c(OC)c4)c3)cc(=O)oc2c1	0	i	-1	i	4	3	0	-7	4	1.9
COc1cc(CC(=O)OCC(=O)Nc2ccc3c(c2)OCCO3)cc(OC)c1OC	-5	i	-1	i	1	-7	-6	2	1	-0.6
Cc1cc(Cl)c(S(=O)(=O)N2CCN(c3ccc(F)cc3)CC2)cc1OCC(=O)NC1CCCCC1	-1	i	4	i	1	4	12	-7	-1	4.7
COc1cccc(CN2CCNC(=O)C2CC(=O)N(C)C2CCCCC2)c1 (stereo not given)	-1	i	0	i	-4	-1	-8	-5	0	-1.0
C=CCn1c(-c2ccc(OC)c(OC)c2)cs/c1=N\c1ccccn1	0	i	0	i	-4	9	-14	-3	-1	0.8
COc1ccc(S(=O)(=O)NCC(c2cccnc2)N2CCN(C)CC2)cc1OC (stereo not given)	3	i	-2	i	-1	-10	1	0	0	-5.4
C[C@@H]1CN[C@@H](CCO)/C1=C\c1ccccc1	-2	i	2	i	4	1	-8	6	-4	-1.9

Other results
SMILES	CSN deneddyl inh	Rpn11 block	STEP block	Neddylation inh	SUMO1 PPI mod	NadD block	Scp-1 inhibitor	DNMT1 inh	Rin1-Abl PPI inh	LMPTP block
Cc1ccc(S(=O)(=O)NCCNc2ccccc2[N+](=O)[O-])cc1	7	i	0	i	-28	-10	-6	-3	-4	1.9
O=C(COC(=O)c1ccc(OC(F)F)cc1)NCCCN1CCCC1=O	3	i	0	i	0	-5	-1	1	-3	-1.5
O=C(O)c1[nH]c2ccccc2c1CC(=O)N1CCOCC1	1	i	-1	i	1	4	-2	-2	-3	-1.2
COCCN(CCOC)Cc1cc(=O)oc2cc(C)c(C)cc12	-4	i	1	i	-3	-3	x	26	-3	0.0
COc1ccc(C2(CNC(=O)c3ccc(OC)c([N+](=O)[O-])c3)CCCCC2)cc1OC	-7	i	0	i	-13	0	-8	-4	-3	-0.5
O=C(CSc1ccc(-c2ccncc2)nn1)c1ccccc1	3	i	1	i	-6	-3	-5	-2	-2	-0.9
CCCCn1c(SCC(=O)Nc2cc(C)on2)nc2ccccc2c1=O	-1	i	3	i	12	-7	-3	15	-2	0.4
CC(C)NC(=O)CN1CCN(c2ncccn2)CC1	2	i	2	i	0	0	4	-1	3	-2.3
Cc1ccc2c(CN3CCCCC3)cc(=O)oc2c1	-1	i	-2	i	-8	0	-5	1	4	-1.8
O=C(/C=C/c1cccc([N+](=O)[O-])c1)NCCc1ccc(F)cc1	-14	i	0	i	-19	0	4	5	1	2.5
O=C(NNC(=O)c1cc(Cl)ccc1O)c1ccc(NS(=O)(=O)c2cccs2)cc1	2	i	1	i	24	-3	-14	3	0	1.1
COc1ccccc1C(NC(=O)CC(C)C)c1c(O)ccc2ccccc12 (stereo not given)	-3	i	-1	i	-3	6	-4	-4	0	-1.0
CCOc1ccccc1-n1c(SCC(=O)N(C(C)C)C(C)C)nnc1-c1cccnc1	4	i	2	i	0	0	-2	1	4	-0.8
CC(=O)Nc1ccc2c(O)cc(S(=O)(=O)O)cc2c1	0	i	23	i	7	-1	59*	28	3	31
CCCn1c(SC(C)C(=O)NCC2CCCO2)nc2sc3c(c2c1=O)CCC3 (stereo not given)	0	i	1	i	8	1	-3	2	-2	0.6

4 compounds already listed, sorted by SMILES length, lowest first.
SMILES	CSN deneddyl inh	Rpn11 block	STEP block	Neddylation inh	SUMO1 PPI mod	NadD block	Scp-1 inhibitor	DNMT1 inh	Rin1-Abl PPI inh	LMPTP block
Cc1ccc2c(CN3CCCCC3)cc(=O)oc2c1	-1	i	-2	i	-8	0	-5	1	4	-1.8
O=C(COC(=O)c1ccc(OC(F)F)cc1)NCCCN1CCCC1=O	3	i	0	i	0	-5	-1	1	-3	-1.5
Cc1ccc(S(=O)(=O)NCCNc2ccccc2[N+](=O)[O-])cc1	7	i	0	i	-28	-10	-6	-3	-4	1.9
CCCn1c(SC(C)C(=O)NCC2CCCO2)nc2sc3c(c2c1=O)CCC3 (stereo not given)	0	i	1	i	8	1	-3	2	-2	0.6

Next records.
SMILES	CSN deneddyl inh	Rpn11 block	STEP block	Neddylation inh	SUMO1 PPI mod	NadD block	Scp-1 inhibitor	DNMT1 inh	Rin1-Abl PPI inh	LMPTP block
CCCn1c(C(C)NS(=O)(=O)c2ccccc2)n[nH]c1=S (stereo not given)	0	i	0	i	0	-5	-4	1	2	-1.3
C=C1C(=O)C=C[C@]2(C)C[C@@H]3OC(=O)[C@](C)(O)[C@H]3C[C@@H]12	2	i	-2	i	4	-4	-4	7	1	-0.3
Cc1c(NC2=CC(=O)CCC2)c(=O)n(-c2ccccc2)n1C	0	i	1	i	5	3	-13	0	-3	0.3
COc1cc(CNCC2CCCO2)ccc1OCC(N)=O (stereo not given)	-7	i	4	i	1	-8	-5	4	0	1.7
O=C(NCCCn1ccnc1)C1CCN(S(=O)(=O)c2ccc(F)cc2)CC1	2	i	-1	i	1	-7	2	1	2	-2.3
CCN(CC)C(=O)CSc1nc2nc(C)cc(C)c2c(=O)[nH]1	6	i	-2	i	1	-5	-2	3	-1	-3.6
CCCCC(=O)N(C)c1c(CC)nc2c(OCc3ccc(C#N)cc3)cccn12	-2	i	1	i	0	9	x	-4	4	-0.7
O=C(CNC(=O)c1ccco1)Nc1ccc(OC(F)F)cc1	-1	i	-2	i	32	-2	-5	6	2	-0.2
COc1ccc(Br)c(Cn2c(C)c(C(=O)NCc3ccccc3C(F)(F)F)sc2=O)c1	-4	i	3	i	2	-3	x	-13	0	4.5
CCN(C(=O)COC(=O)CCC(=O)c1cccs1)C1CCCCC1	1	i	1	i	-1	-6	11	-2	2	0.5
CCCCC(c1nc2ccccc2[nH]1)n1c(-c2ccccc2)nc2ccccc21 (stereo not given)	0	i	2	i	-1	5	x	10	3	2.0
CCNC(=O)Cc1ccc(S(=O)(=O)N2CCOCC2)s1	5	i	-3	i	-7	0	0	-5	-1	-0.1
COc1ccc(/C=C2\SC(=S)N(CCC(=O)Nc3cccc(O)c3)C2=O)cc1OC	-3	i	0	i	-7	2	-5	-12	-2	-0.4
CNC(=O)C1(C(F)(F)F)C/C(=C\CCO)CCCO1 (stereo not given)	-2	i	1	i	5	1	-8	3	-2	-0.6
COc1ccc(C(=O)NCC(=O)OCc2cccc(Br)c2)cc1	-1	i	0	i	2	-4	-6	-1	4	0.0

Other records:
SMILES	CSN deneddyl inh	Rpn11 block	STEP block	Neddylation inh	SUMO1 PPI mod	NadD block	Scp-1 inhibitor	DNMT1 inh	Rin1-Abl PPI inh	LMPTP block
CCCCc1ccc(Nc2ncnc3nc[nH]c23)cc1	8	i	1	i	6	2	-6	17	0	2.7
CC(C)N1CCN(C(=O)c2ccc([N+](=O)[O-])cc2)CC1	1	i	3	i	-16	-2	5	2	0	-1.8
CCOc1ccc(Oc2ccc(NS(=O)(=O)c3ccc(CCC(=O)O)cc3)cc2)cc1	-1	i	4	i	9	-1	x	-1	-3	-1.0
CCN(C[C@H]1N[C@@](CC)(C(=O)OC)[C@H]2C(=O)N(Cc3ccccc3)C(=O)[C@@H]12)C(=O)c1ccc(C(C)(C)C)cc1	-6	i	-3	i	2	-1	4	-4	-2	-1.0
CNS(=O)(=O)c1ccc(CNC[C@H]2O[C@@H](n3cnc4c(=O)[nH]c(N)nc43)[C@H](O)[C@@H]2O)cc1	0	i	-1	i	-1	0	x	2	6	-0.3
CCOc1ccccc1NC(=O)CCC(=O)O	1	i	3	i	-6	-4	-5	1	-3	-0.2
O=C(O)c1cc2c(cc1NC(=O)c1c(F)cccc1F)OCCCO2	2	i	0	i	5	-3	-5	2	1	-1.7
COc1ccc(C2CC(=O)c3cnn(-c4nc(C)cc(C)n4)c3C2)cc1 (stereo not given)	6	i	1	i	-5	2	-3	0	0	0.3
Cc1c(CCO)c(=O)n(-c2ccccc2)n1S(=O)(=O)c1c(Cl)cc(Cl)cc1Cl	4	i	5	i	2	-1	-8	-1	4	-0.3
O=C(CSc1nnc(-c2ccncc2)n1-c1ccc(F)cc1)NC(=O)NCc1ccco1	13	i	5	i	0	9	89*	68*	-1	6.6
CCC(OC(=O)c1nsc(Cl)c1Cl)C(=O)NCCOC (stereo not given)	-4	i	1	i	1	1	-3	4	-1	0.3
O=C(CSc1nnc(Cc2ccccc2)n1-c1ccccc1)N1CCOCC1	3	i	-1	i	-3	5	2	3	-2	-0.5
O=C(CCCN1C(=O)S/C(=C/c2ccccc2)C1=S)Nc1ccc(C(=O)O)cc1	3	i	4	i	-23	1	-2	2	4	1.6
CN(CCCNC(=O)Cn1cc2c(n1)CCCC2)C1CCCCC1	-1	i	-4	i	-3	1	2	-1	-2	-3.7
COC(=O)[C@]1(C)N[C@H](c2ccc(-c3cccc(Cl)c3)cc2)[C@@H]2C(=O)N(C)C(=O)[C@@H]21	-2	i	4	i	1	-7	-8	-4	3	0.2

(list continues)
SMILES	CSN deneddyl inh	Rpn11 block	STEP block	Neddylation inh	SUMO1 PPI mod	NadD block	Scp-1 inhibitor	DNMT1 inh	Rin1-Abl PPI inh	LMPTP block
CCC(C)(C)n1nnnc1CN1CCSCC1	0	i	-1	i	1	1	7	3	4	0.7
O=C(Oc1ccc[nH]c1=O)c1ccccc1	5	i	0	i	0	-8	x	-2	-2	-1.2
Cc1cc(Nc2ccc(C)c(F)c2)n2ncnc2n1	-2	i	0	i	1	0	-11	2	-1	-0.4
CC(C)N(Cc1ccccc1)S(=O)(=O)N(C)C	4	i	-20	i	4	-1	-3	2	2	-0.1
COc1ccccc1Cc1c(-c2cccc(Cl)c2)nc2ccc(Cl)cn12	1	i	-3	i	6	1	x	15	5	2.6
Cc1noc(C)c1C(=O)Nc1nc(-c2ccc([N+](=O)[O-])cc2)cs1	2	i	0	i	-14	0	-5	-6	-1	0.8
ONC(=Nc1ccccc1)c1ccc(Cl)cc1	-3	i	0	i	0	1	-2	0	-3	1.0
